Bioassay records from PubChem BioAssay.
MK inhibit: S. pneumoniae mevalonate kinase inhibition; AID 555; purified MK, PK/LDH-coupled NADH absorbance 340 nm; inhibition, % at 10 µM; 65,000 compounds, 0.48% hits;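 active means ranked among the strongest by inhibition in the single 10 µM screen, a fixed top-ranked set picked for dose follow-up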; further: no value below 0 was filed
DPM-DC inhibit: S. pneumoniae DPM-DC inhibition; purified DPM-DC, PK/LDH coupled NADH fluorescence; calls only at 10 µM; 65,000 compounds, 0.49% hits;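 active means the 320 compounds with the highest percent inhibition in the single-dose primary screen, excluding strongly autofluorescent ones, cut at about 32% in these data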;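 further: kinetic rate of NADH fluorescence loss reporting ADP formed by the decarboxylase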
HT1080 cytotoxicity: HT1080 cell viability loss – fluorescence readout (AID 620) | HT1080 viability, fluorescence; higher % means a stronger effect | cytotoxicity, % at 10 µM, or EC50 in µM where a hit was titrated | 87,000 compounds, 0.42% hits;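 further: cells exposed to compound overnight then 4 h with Alamar Blue; 0% = vehicle DMSO and 100% = killing control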
LYP inhibition: LYP phosphatase inhibitors, primary screen, biochemical, DiFMUP fluorescence, recombinant catalytic domain, 10 µM (AID 606); inhibition, % at 10 µM; hits with a dose series show IC50 in µM; recombinant LYP catalytic domain, DiFMUP fluorescence; higher % means a stronger effect; 52,000 tested, under 10 active;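 active means IC50 under 40 µM in the dose-response test; inactive means IC50 of 40 µM or more, or never dose-tested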
HPDE-C7 viability: HPDE-C7 pancreatic duct cell viability loss – fluorescence, HTS (AID 430). 63,000 compounds, 1.8% hits. HPDE-C7 pancreatic duct cells viability, fluorescence; higher % means a stronger effect. cytotoxicity, % at 10 µM; hits with a dose series show EC50 in µM;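 further: cells exposed to compound for 48 hours before viability readout; 0% = vehicle and 100% = reference cytotoxic drug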
Bfl-1 displacement: displacement of Bid BH3 peptide from Bfl-1 – biochemical, fluorescence polarization, FITC-Bid, mouse, primary screen (AID 432); 64,000 compounds, 0.02% hits; FITC-Bid BH3 peptide fluorescence polarization displacement; higher % means a stronger effect; one-dose displacement, % at 20 µM; IC50 in µM for titrated hits; in the data active means a potency from the dose series; inactive means the rest, 99 in 100 with displacement below about 15%; further: strong numbers were not always called active
TNAP inhibition: inhibition of tissue-nonspecific alkaline phosphatase – biochemical, luminescent (AID 518) | purified TNAP enzyme, luminescent substrate readout; higher % means a stronger effect | one-dose inhibition, % at 20 µM; IC50 in µM for titrated hits | 64,000 compounds, 0.09% hits; in the data active means a potency from the dose series; inactive means the rest, 99 in 100 with inhibition below about 22%;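 further: plate controls were vehicle for no effect and reference inhibitor for full effect; many of its hits are not listed in these tables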
HPDE-C7K KRASV12: viability loss of HPDE-C7K cells – cell-based, fluorescence, HTS, primary screen (AID 431); HPDE-C7K KRASV12 cells, Alamar Blue viability, 48 h; higher % means a stronger effect; cytotoxicity, % at 10 µM, or EC50 in µM where a hit was titrated; 63,000 compounds, 1.7% hits;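 active means compounds whose percent cytotoxicity in the single-dose primary screen, scaled between solvent and toxic-drug controls, exceeds 50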;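 further: 0% = DMSO solvent wells and 100% = doxorubicin-treated wells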
Spn PMK inh: inhibitors of Streptococcus pneumoniae phosphomevalonate kinase | 65,000 compounds, 0.49% hits | AID 539 | purified PMK, PK/LDH-coupled NADH absorbance 340 nm | inhibition, % at 10 µM;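 active means top-ranked compounds by inhibition in the single 10 µM screen, taking a fixed number of the strongest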;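 further: 0% = full reaction with DMSO carrier and 100% = background rate without enzyme reaction; no value below 0 was filed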
Spn PMK inh pilot replicates: also measured in Spn PMK inh; calls as there; inhibition, %; measured here: pilot screen replicates
MK inhibit pilot replicates: second read-out of MK inhibit, no call of its own (marks repeat the call); inhibition, %; measured here: pilot screen replicates
DPM-DC inhibit pilot screen %: recorded beside DPM-DC inhibit, whose call it bears; inhibition, %; measured here: pilot screen trials
* = called active by the depositor; i = inactive; . = no result given. Unless noted, no stated cut-off is given here; in the data, active means cytotoxicity above about 50%; inactive means the rest.

SMILES	MK inhibit	DPM-DC inhibit	HT1080 cytotoxicity	LYP inhibition	HPDE-C7 viability	Bfl-1 displacement	TNAP inhibition	HPDE-C7K KRASV12	Spn PMK inh	others
Cc1cccc(NC(=O)NCC(c2cccnc2)N2CCOCC2)c1 (stereo unspecified)	4	i	-2%	17%	-12%	2%	0%	0%	17
CCOC(=O)C1C(C)=CC(=O)CC1c1ccco1 (stereo unspecified)	3	i	8%	15%	6%	-8%	6%	2%	0
CCCCN1C(=O)C(NC(C)=O)c2cc(Br)ccc21 (stereo unspecified)	16	i	-22%	.	-3%	-9%	13%	-21%	12
Cc1sc2nc(SCc3nc4ccccc4[nH]3)n(Cc3ccco3)c(=O)c2c1C	3	i	-8%	.	22%	0%	9%	27%	0	Spn PMK inh pilot replicates=0.0;MK inhibit pilot replicates=0.0;DPM-DC inhibit pilot screen %=0.0
CC1(C)Oc2ccc3ccc(=O)oc3c2-c2cn[nH]c21	0	i	10%	6%	.	.	.	.	6
CCCC(N)CCCCCC(=O)O (stereo unspecified)	13	i	-4%	-2%	-2%	2%	-8%	4%	2
O=S(=O)(NCc1ccccc1)c1cccc2nonc12	14	i	6%	5%	-1%	1%	4%	4%	2
Cc1ccc(-c2nnn(CC(=O)N(CC(=O)NCc3ccccc3)c3cccc(C)c3C)n2)o1	15	i	-14%	.	-13%	6%	9%	-4%	13
Cc1n[nH]c(C)c1S(=O)(=O)N1CCc2ccccc21	7	i	9%	0%	8%	-2%	23%	3%	10
Cn1cnnc1Sc1nc2c(c(=O)n(C)c(=O)n2C)n1C	1	i	-2%	23%	1%	-2%	9%	6%	5	Spn PMK inh pilot replicates=0.5;MK inhibit pilot replicates=7.0;DPM-DC inhibit pilot screen %=1.5
CCCCCC(C(=O)O)C(C)CC(=O)NC1CCCCC1 (stereo unspecified)	10	i	-10%	-3%	.	3%	14%	.	6
Cc1ccc(-c2nnc(SCC(=O)Nc3ccccc3N3CCOCC3)o2)cc1	2	i	7%	5%	0%	-4%	7%	-1%	0
CSc1nnc(-c2ccncc2)n1CCCN1CCCC1=O	7	i	14%	13%	-10%	-5%	2%	-24%	15
Cc1sc2nc(C(C)Nc3ccccc3N3CCOCC3)[nH]c(=O)c2c1C (stereo unspecified)	5	i	-1%	.	1%	-7%	9%	3%	11
c1ccc(COc2ccc(Nc3ncnc4nc[nH]c34)cc2)cc1	5	i	.	6%	-4%	2%	-4%	-2%	17
O=C(NCCOC(=O)c1ccc(C(=O)OCCNC(=O)c2ccccc2)o1)c1ccccc1	6	i	-6%	4%	-16%	0%	4%	-7%	9
O=S(=O)(c1cccc2cccnc12)N1CCc2ccccc21	13	i	1%	20%	-5%	-14%	9%	20%	0
COc1ccccc1NS(=O)(=O)c1cc(Cl)ccc1OC	3	i	16%	12%	18%	-6%	15%	16%	0
CCOC(=O)N1CCN(C(=O)C2CCN(S(=O)(=O)c3ccc(Br)s3)CC2)CC1	8	i	.	7%	2%	0%	4%	4%	17
CCOC(=O)CSc1nn(C)c(=S)s1	8	i	3%	10%	6%	-5%	16%	3%	0	Spn PMK inh pilot replicates=0.0;MK inhibit pilot replicates=0.0;DPM-DC inhibit pilot screen %=0.5

The final 3 entries of the section above open the next one:
SMILES	MK inhibit	DPM-DC inhibit	HT1080 cytotoxicity	LYP inhibition	HPDE-C7 viability	Bfl-1 displacement	TNAP inhibition	HPDE-C7K KRASV12	Spn PMK inh	others
COc1ccccc1NS(=O)(=O)c1cc(Cl)ccc1OC	3	i	16%	12%	18%	-6%	15%	16%	0
CCOC(=O)N1CCN(C(=O)C2CCN(S(=O)(=O)c3ccc(Br)s3)CC2)CC1	8	i	.	7%	2%	0%	4%	4%	17
CCOC(=O)CSc1nn(C)c(=S)s1	8	i	3%	10%	6%	-5%	16%	3%	0	Spn PMK inh pilot replicates=0.0;MK inhibit pilot replicates=0.0;DPM-DC inhibit pilot screen %=0.5
COC(=O)c1ccc(=O)n(Cc2ccc3c(c2)OCO3)c1	5	i	0%	5%	10%	-2%	10%	-8%	4
COc1cc(C)nc(N2CCC(C(=O)NC3CCCCC3)CC2)n1	0	i	2%	5%	-13%	-11%	2%	-10%	8
CCn1c(SCC(=O)Nc2cccc(C)n2)nnc1-c1ccco1	8	i	35%	5%	-4%	-7%	3%	13%	16
O=C(CN(C(=O)CCC(=O)Nc1nccs1)c1ccc2c(c1)OCO2)NCC1CCCO1 (stereo unspecified)	0	i	-1%	.	-5%	-9%	6%	-5%	18
NS(=O)(=O)c1ccc(NC(=O)CCC2CCCCC2)cc1	4	i	-2%	7%	-17%	-8%	12%	-13%	0
COc1ccc(OC)c(C2C(C(=O)c3cc4ccccc4o3)=C(O)C(=O)N2c2cc(C)on2)c1 (stereo unspecified)	12	i	5%	.	20%	6%	16%	21%	0
Cc1cc(C(=O)NCCCc2ccccc2)no1	2	i	-4%	10%	10%	-4%	12%	16%	1	Spn PMK inh pilot replicates=4.0;MK inhibit pilot replicates=0.0;DPM-DC inhibit pilot screen %=0.0
COc1ccc(N(Cc2cc3cc(OC)ccc3[nH]c2=O)S(C)(=O)=O)cc1	4	i	-2%	-11%	.	-12%	6%	.	6
O=C(NC12CC3CC(CC(C3)C1)C2)N1CCC(O)CC1	9	i	0%	-1%	4%	-1%	3%	-4%	0
CCOC(=O)CSc1nnc([C@H](CC(C)C)NC(=O)OC(C)(C)C)o1	3	i	23%	16%	1%	4%	12%	6%	0	Spn PMK inh pilot replicates=4.5;MK inhibit pilot replicates=0.0;DPM-DC inhibit pilot screen %=0.5
N#CC(C(=O)NC1CC1)c1nc2ccccc2nc1N1CCN(C/C=C/c2ccccc2)CC1 (stereo unspecified)	3	i	-18%	8%	13%	20%	26%	31%	6
CCc1ccc2[nH]c(=O)c(C(c3nnnn3Cc3ccc(OC)cc3)N3CCOCC3)cc2c1 (stereo unspecified)	10	i	0%	.	-14%	2%	2%	-4%	3
CC(C)c1nc2oc3c(=O)[nH]cnc3c2c2c1CCC2	6	i	10%	.	4%	5%	11%	7%	10
Nc1c(C(=O)NCCN2CCOCC2)c2nc3ccccc3nc2n1CCc1ccccc1	13	.	8%	.	8%	-12%	8%	18%	6
Cn1c(SCc2nnc(-c3ccccc3Br)o2)nc2sc3c(c2c1=O)CCC3	7	i	-1%	0%	-2%	6%	4%	2%	14
CCOC(=O)N1CCN(C(=O)CS(=O)(=O)c2cn(Cc3ccc(F)cc3)c3ccccc23)CC1	5	i	-7%	16%	-14%	-2%	6%	5%	1
COC(=O)c1[nH]c2ccc(Cl)cc2c1NC(=O)C1CC1	1	i	8%	0%	10%	0%	2%	-8%	3
O=C(CC1C(=O)OCN1C(=O)OCc1ccccc1)OCC(=O)c1ccccc1 (stereo unspecified)	7	i	-13%	0%	-4%	0%	11%	-5%	6
CN1CCN(CC(=O)Nc2ccc(Oc3ccccc3)cc2)CC1	7	i	-5%	7%	-5%	3%	3%	-13%	0
COC(=O)Cc1c(C)nc2nc(NCc3ccc(Cl)cc3)[nH]n2c1=O	7	i	-13%	-2%	12%	-5%	7%	18%	0
O=C1N[C@@H](Cc2cnc[nH]2)C(=O)N2CCC[C@@H]12	12	i	-3%	4%	8%	-2%	11%	-4%	9	Spn PMK inh pilot replicates=4.0;MK inhibit pilot replicates=0.0;DPM-DC inhibit pilot screen %=0.0
CN(Cc1cccs1)C(=O)COc1ccc(-c2nnco2)cc1	9	i	-2%	-10%	-6%	12%	9%	-2%	5
Cc1ccc(-c2csc(N3CCC(C(N)=O)(N4CCCCC4)CC3)n2)cc1	4	i	-2%	12%	-6%	-10%	9%	2%	1
COc1ccccc1-c1cc(C(F)(F)F)nc(S(=O)(=O)CCCC(=O)Nc2cc(C)on2)n1	0	.	1%	-9%	38%	2%	4%	27%	5
COC(=O)c1ccc(CS(=O)(=O)c2ccccc2C)o1	0	i	2%	-10%	-2%	-11%	12%	-4%	24
COc1cccc(C2C3CN(C)CC=C3C(C#N)=C(N)C2(C#N)C#N)c1OC (stereo unspecified)	11	i	7%	-5%	-4%	13%	3%	3%	0
O=C(O)c1ccccc1NC(=O)C1CCCO1 (stereo unspecified)	7	i	9%	4%	8%	-4%	8%	-2%	9
COc1ccc(S(=O)(=O)N(C)CC(=O)NC2CCCCC2)cc1OC	14	i	2%	5%	8%	0%	13%	3%	5
O=C(O)c1ccc(Cl)cc1NC(=O)C1CCCO1 (stereo unspecified)	3	i	-3%	8%	-7%	-2%	-5%	-2%	0
COc1ccc(OC)c2[nH]c(=O)c(CCNC(=O)COc3ccccc3)cc12	0	i	7%	10%	4%	0%	9%	8%	14
COc1ccc(-c2nc(-c3ccccc3)no2)c(OC)c1	4	i	3%	.	1%	-2%	14%	2%	4
COc1ccc(-c2cc(C(F)(F)F)nc(SCCC(=O)NCc3ccco3)n2)cc1	6	i	3%	.	-3%	-13%	9%	-9%	3
CCOC(=O)NC(NC(=O)OCC)C(=O)c1ccccc1	0	i	.	.	-2%	-5%	8%	-6%	14
COc1ccccc1N1CCN(C(=O)Cn2nnc(-c3ccncc3)n2)CC1	7	i	-8%	.	-4%	0%	9%	0%	9
NC(=O)COc1ccc(C2c3c(oc4ccccc4c3=O)C(=O)N2CC2CCCO2)cc1 (stereo unspecified)	7	i	-4%	4%	-23%	-5%	10%	-26%	8
CCOC(=O)c1cccc(NC(=O)CSc2nnc(-c3cccnc3)n2CC)c1	2	i	13%	9%	-6%	5%	4%	-5%	7	Spn PMK inh pilot replicates=3.5;MK inhibit pilot replicates=3.5;DPM-DC inhibit pilot screen %=7.5
COc1cc2cc(C(=O)O)n(C)c2c(OC)c1OC	1	i	1%	13%	-22%	6%	9%	-19%	17
Nc1ccc(C(=O)OCc2nc3ccccc3[nH]2)cc1	0	i	-7%	-24%	3%	-2%	0%	9%	16
Cc1c(Br)c(=O)[nH]c(=O)n1COCc1ccccc1	0	i	5%	12%	1%	-1%	6%	-3%	9
CC(C)CNc1nc(Oc2ccc(=O)n(C)n2)nc(N2CCOCC2)n1	4	i	11%	8%	-8%	0%	2%	-2%	17
COc1cc(C(=S)N2CCCC2)ccc1O	5	i	-9%	.	-5%	0%	16%	-6%	10
COC(=O)CN1C(=O)CSc2ncccc21	8	i	1%	10%	-2%	-8%	-4%	3%	13

Not a retest: 2 of the compounds above.
SMILES	MK inhibit	DPM-DC inhibit	HT1080 cytotoxicity	LYP inhibition	HPDE-C7 viability	Bfl-1 displacement	TNAP inhibition	HPDE-C7K KRASV12	Spn PMK inh	others
COc1cc(C(=S)N2CCCC2)ccc1O	5	i	-9%	.	-5%	0%	16%	-6%	10
COC(=O)CN1C(=O)CSc2ncccc21	8	i	1%	10%	-2%	-8%	-4%	3%	13

An unsorted share of the library. About 3.4% of those tested had a hit in this group.
